mIAP activ: increases mouse intestinal alkaline phosphatase activity; muIAP, CDP-Star luminescence, 30 min; active compounds read high; 1 = vehicle-only enzyme signal, 0 = enzyme-free wells; activation factor at 10 µM; hit rate 0.24% among 330,000; AID 2805;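 active = activation factor of at least 2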; also: the source names both 10 and 20 µM as test concentration; values of inactives mirror those of a sister screen read the other way
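also added = chemiluminescent substrate CDP-Star | test system = mouse IAP enzyme | signal = chemiluminescence readout | compound = DMSO-dissolved test compounds | incubation = 30 min at room temperature | benchmarks = DMSO wells, no-enzyme wells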
mIAP block: blocks mouse intestinal alkaline phosphatase; purified mouse IAP, CDP-Star luminescence, 30 min; hit rate 0.2% among 330,000; inhibition, % at 10 µM; AID 2806;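 active = inhibition of at least 40% at 10 µM in the primary screen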;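 also: plate controls were DMSO with enzyme for no effect and no enzyme wells for full effect; values of inactives mirror those of a sister screen read the other way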
A3A deaminase: inhibitors of human APOBEC3A DNA deaminase; P31941; recombinant A3A, FAM/TAMRA ssDNA deamination fluorescence; inhibition, % at 20 µM; hit rate 0.41% among 330,000;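 active = at least 40% inhibition at 20 µM here, with at most 30% in a related deaminase screen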;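 also: plate controls were A3A with DMSO for no effect and wells lacking A3A enzyme for full effect; some results filed as inactive read as strong as hits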
Target sequence (P31941 whole entry, looked up): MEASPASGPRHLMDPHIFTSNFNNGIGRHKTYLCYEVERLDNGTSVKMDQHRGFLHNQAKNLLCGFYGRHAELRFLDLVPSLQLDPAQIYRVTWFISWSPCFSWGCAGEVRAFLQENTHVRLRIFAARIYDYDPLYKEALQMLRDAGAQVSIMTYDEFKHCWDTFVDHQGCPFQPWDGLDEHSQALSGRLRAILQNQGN
APOBEC3G inh: inhibitors of human APOBEC3G DNA deaminase; Q9HC16; recombinant A3G, ssDNA deamination FAM/TAMRA fluorescence; inhibition, % at 20 µM; hit rate 0.28% among 330,000; AID 493012;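 active = inhibition of at least 40% at 20 µM, with no more than 30% in the related APOBEC3A deaminase screen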;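 also: plate controls were DMSO wells with A3G for no effect and wells lacking A3G enzyme for full effect; some compounds called inactive have numbers as strong as hits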
Target sequence (Q9HC16 whole entry, looked up): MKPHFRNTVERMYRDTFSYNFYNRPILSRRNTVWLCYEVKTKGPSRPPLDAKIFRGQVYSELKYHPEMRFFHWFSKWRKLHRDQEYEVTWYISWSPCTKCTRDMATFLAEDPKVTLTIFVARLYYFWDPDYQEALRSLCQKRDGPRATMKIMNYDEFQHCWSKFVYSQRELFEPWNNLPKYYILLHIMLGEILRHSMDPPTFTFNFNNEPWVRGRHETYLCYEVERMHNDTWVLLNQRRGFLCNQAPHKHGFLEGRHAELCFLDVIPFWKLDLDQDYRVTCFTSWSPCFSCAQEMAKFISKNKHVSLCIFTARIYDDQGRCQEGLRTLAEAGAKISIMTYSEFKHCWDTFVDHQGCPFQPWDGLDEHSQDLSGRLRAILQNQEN
hIAP block: blocks human intestinal alkaline phosphatase | P09923 | purified IAP, CDP-Star luminescence, 30 min | inhibition, % at 10 µM | hit rate 0.12% among 330,000 | AID 2544;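 active = inhibition reaching a set limit with compound at 10 µM in the primary screen, cut at about 35% in these data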;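 also: plate controls were DMSO wells with enzyme for no effect and no-enzyme buffer wells for full effect; values of inactives mirror those of a sister screen read the other way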
MIN6 prolif: MIN6 beta-cell proliferation induction | AID 2380 | proliferation, % at 10 µM | hit rate 0.29% among 330,000 | MIN6 cells proliferation, ATPlite luminescence, 48 h; cells starved in 0.2% serum; 100% = growth in 10% serum;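 active = compounds whose signal lies at least 3.5 SD above the mean of all wells on their plate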;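 also: 0% = DMSO-treated cells in low-serum medium and 100% = 10% serum control; some compounds called inactive have numbers as strong as hits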
hIAP activ: human IAP activation; purified human IAP, CDP-Star luminescence, 30 min; active compounds read high; 1 = vehicle-only enzyme, 0 = enzyme-free background; activation factor at 10 µM; AID 2524; P09923; hit rate 0.16% among 330,000;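 active = activation factor of the enzyme at least 2-fold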; also: the source names both 10 and 20 µM as test concentration; values of inactives mirror those of a sister screen read the other way
ATG4B inhibitor: ATG4B (human) cysteine protease inhibition; hit rate 0.51% among 340,000; ATG4B cleavage of LC3-PLA2, NBD-HPC fluorescence, 1 h; Q9Y4P1; inhibition, % at 8.33 µM; in the data active = inhibition above about 40%
MPTP inh: inhibitors of mitochondrial permeability transition pore; isolated mouse mitochondria, Ca2+ swelling absorbance, 30 min; AID 602449; inhibition, % at 10 µM; hit rate 1.4% among 360,000;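 active = inhibition of 50% or more, scaled per plate between neutral and stimulator controls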;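 also: 0% = DMSO wells given calcium and 100% = 1 mM EGTA wells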
An asterisk follows results filed as active; x = no result given.

1. CC(NC(=O)c1ccc(OC2CCN(Cc3ccccn3)CC2)cc1)c1ccccc1 (stereo not given)
2. COCCCNc1nc2ccccc2nc1NS(=O)(=O)c1ccc(Cl)cc1
3. CCCCn1c(N)c(N(CC)C(=O)c2ccccc2C)c(=O)[nH]c1=O
4. COc1ccc(CCNCC(O)COc2cccc(Br)c2)cc1OC (stereo not given)
5. Cc1cc(-c2nnc(CCC(=O)N3CCN(Cc4cccc(F)c4)CC3)o2)c(C)o1
6. CCOC(=O)c1ccc(Oc2cc(C)nc(Cl)n2)cc1

entry no.	1	2	3	4	5	6
mIAP activ	0.959	0.936	1.02	1.07	0.94	1
mIAP block	4.1	6.4	-2.4	-7.3	6.0	-0.4
A3A deaminase	-4.2	-1.0	2.7	1.9	0.8	-3.1
APOBEC3G inh	-7.1	-8.0	-6.8	-2.7	-6.9	-4.9
hIAP block	10.5	-11.9	12.6	1.7	13.8	-34.5
MIN6 prolif	-0.3	-4.5	1.5	-1.3	-0.8	-1.3
hIAP activ	0.895	1.12	0.874	0.983	0.862	1.34
ATG4B inhibitor	5.0	0.8	-3.4	-1.4	-5.9	4.7
MPTP inh	-0.7	1.8	-0.7	1.2	-3.0	-0.9

7. O=[N+]([O-])c1cc(-c2cnc3ccccc3n2)ccc1Cl
8. COc1ccc(N(CC(=O)NCCc2ccccc2)C(=O)CCC(=O)Nc2ccccn2)cc1
9. COC(=O)c1ccccc1NC(=O)CSc1nccc(C)n1
10. CC(=O)c1c(C)[nH]c(C(=O)COc2cc(C)ccc2C(C)C)c1C
11. Cc1ccc(S(=O)(=O)NCCCCC(NC(=O)OC(C)(C)C)C(=O)O)cc1 (stereo not given) (tested in a mixture with another compound)
12. O=C(COc1nnnc2ccccc12)N1CCCc2ccccc21

entry no.	7	8	9	10	11	12
mIAP activ	0.961	0.99	0.912	1.11	1.07	0.983
mIAP block	3.9	1.0	8.8	-11.3	-7.1	1.7
A3A deaminase	0.6	-2.2	1.0	-0.1	-3.7	-1.5
APOBEC3G inh	-7.0	-5.4	21.5	-0.6	-6.8	1.3
hIAP block	11.7	-9.3	1.6	10.5	-2.6	7.3
MIN6 prolif	-3.6	0.3	-2.6	-7.2	1.2	-2.2
hIAP activ	0.883	1.09	0.984	0.895	1.03	0.927
ATG4B inhibitor	11.4	-3.6	-9.4	2.2	-1.8	1.4
MPTP inh	-1.9	0.1	0.4	-0.3	2.0	0.0

13. COc1cc(NC(=O)c2cccc(F)c2)cc(OC)c1OC
14. [O-][n+]1c2c(nc3c1-c1ccccc1C3O)CCCC2 (stereo not given)
15. CC(CNC(=O)c1ccc2c(c1)OCO2)c1ccc([N+](=O)[O-])cc1 (stereo not given)
16. CCOC(=O)N1N=C(C)CC1(O)c1ccccc1 (stereo not given)
17. CCn1c(=O)n(CC)c2cc(S(=O)(=O)NCCOc3ccccc3)c(C)cc21
18. COc1ccccc1NS(=O)(=O)c1cccc(C(=O)NCC(c2ccc(F)cc2)N2CCOCC2)c1 (stereo not given)

entry no.	13	14	15	16	17	18
mIAP activ	0.949	0.923	1	0.929	1.15	0.944
mIAP block	5.1	7.7	-0.5	7.1	-14.9	5.6
A3A deaminase	-5.3	0.0	1.1	-2.0	-1.3	-0.8
APOBEC3G inh	-5.3	-1.6	-2.7	-3.0	-6.8	-0.8
hIAP block	-16.4	-16.4	-2.0	-2.5	-12.3	1.1
MIN6 prolif	-1.0	-1.6	-1.1	0.3	-2.4	-1.8
hIAP activ	1.16	1.16	1.02	1.02	1.12	0.989
ATG4B inhibitor	0.5	x	1.9	-2.8	-9.6	1.6
MPTP inh	0.5	x	-1.3	-0.4	0.1	-1.9

19. CCOC(=O)N1CCN(CCC(=O)Nc2ccc(OC)cc2)CC1
20. CCc1cccc(NC(=O)[C@@H]2CCCN2C2=NS(=O)(=O)c3ccccc32)c1
21. O=C1C2C3CCC(O3)C2C(=O)N1c1cc(OCC(F)F)cc([N+](=O)[O-])c1 (stereo not given)
22. Cc1ccc(N2C(=O)C(CC(=O)Nc3cccc(F)c3)N(CCc3ccncc3)C2=O)cc1 (stereo not given)
23. COc1cc(C(=O)NCC(=O)N/N=C/c2c(C)[nH]c3ccccc23)cc(OC)c1OC
24. COc1ccc(CC(=O)NNC(=O)c2ccccc2)cc1OC

entry no.	19	20	21	22	23	24
mIAP activ	1.07	1.01	1.04	1.05	1.12	0.939
mIAP block	-6.7	-1.4	-3.6	-4.7	-12.2	6.1
A3A deaminase	-5.6	-0.1	0.7	-1.4	4.0	-1.8
APOBEC3G inh	-5.4	1.5	4.3	-6.2	-1.6	-6.6
hIAP block	-15.1	-11.5	-8.4	-3.2	2.5	0.0
MIN6 prolif	-1.0	2.3	-1.3	6.2	-2.7	-0.9
hIAP activ	1.15	1.11	1.08	1.03	0.975	1
ATG4B inhibitor	-7.2	-6.5	1.6	-6.1	-17.8	-2.6
MPTP inh	-2.9	-0.9	-1.3	1.3	2.4	-0.2

25. CCOC(=O)C1=C(CC)Nc2ccccc2N=C1NC(=O)CCN1C(=O)C2CCCCC2C1=O (stereo not given)
26. Cc1ccc([N+](=O)[O-])cc1S(=O)(=O)N1CCCC1
27. Cc1cc(N2C(=O)CC(Cc3ccc(Cl)cc3)C2=O)no1 (stereo not given)
28. COc1ccc(NC(=O)Nc2cccs2)cc1Cl

entry no.	25	26	27	28
mIAP activ	1.07	0.995	1	1.32
mIAP block	-7.3	0.5	-0.3	-32.5
A3A deaminase	1.7	1.8	0.2	-1.6
APOBEC3G inh	-1.3	1.0	-0.2	-0.6
hIAP block	2.8	24.5	2.5	-7.7
MIN6 prolif	-2.6	0.0	-3.3	-3.7
hIAP activ	0.972	0.755	0.975	1.08
ATG4B inhibitor	-3.2	2.3	1.3	-9.5
MPTP inh	1.4	-0.9	1.6	73.7*

Sorted by number of heavy atoms (lowest first): some entries from above
28. COc1ccc(NC(=O)Nc2cccs2)cc1Cl
27. Cc1cc(N2C(=O)CC(Cc3ccc(Cl)cc3)C2=O)no1 (stereo not given)
19. CCOC(=O)N1CCN(CCC(=O)Nc2ccc(OC)cc2)CC1
21. O=C1C2C3CCC(O3)C2C(=O)N1c1cc(OCC(F)F)cc([N+](=O)[O-])c1 (stereo not given)
20. CCc1cccc(NC(=O)[C@@H]2CCCN2C2=NS(=O)(=O)c3ccccc32)c1
17. CCn1c(=O)n(CC)c2cc(S(=O)(=O)NCCOc3ccccc3)c(C)cc21
23. COc1cc(C(=O)NCC(=O)N/N=C/c2c(C)[nH]c3ccccc23)cc(OC)c1OC
22. Cc1ccc(N2C(=O)C(CC(=O)Nc3cccc(F)c3)N(CCc3ccncc3)C2=O)cc1 (stereo not given)

entry no.	28	27	19	21	20	17	23	22
mIAP activ	1.32	1	1.07	1.04	1.01	1.15	1.12	1.05
mIAP block	-32.5	-0.3	-6.7	-3.6	-1.4	-14.9	-12.2	-4.7
A3A deaminase	-1.6	0.2	-5.6	0.7	-0.1	-1.3	4.0	-1.4
APOBEC3G inh	-0.6	-0.2	-5.4	4.3	1.5	-6.8	-1.6	-6.2
hIAP block	-7.7	2.5	-15.1	-8.4	-11.5	-12.3	2.5	-3.2
MIN6 prolif	-3.7	-3.3	-1.0	-1.3	2.3	-2.4	-2.7	6.2
hIAP activ	1.08	0.975	1.15	1.08	1.11	1.12	0.975	1.03
ATG4B inhibitor	-9.5	1.3	-7.2	1.6	-6.5	-9.6	-17.8	-6.1
MPTP inh	73.7*	1.6	-2.9	-1.3	-0.9	0.1	2.4	1.3

25. CCOC(=O)C1=C(CC)Nc2ccccc2N=C1NC(=O)CCN1C(=O)C2CCCCC2C1=O (stereo not given)
18. COc1ccccc1NS(=O)(=O)c1cccc(C(=O)NCC(c2ccc(F)cc2)N2CCOCC2)c1 (stereo not given)

entry no.	25	18
mIAP activ	1.07	0.944
mIAP block	-7.3	5.6
A3A deaminase	1.7	-0.8
APOBEC3G inh	-1.3	-0.8
hIAP block	2.8	1.1
MIN6 prolif	-2.6	-1.8
hIAP activ	0.972	0.989
ATG4B inhibitor	-3.2	1.6
MPTP inh	1.4	-1.9

Compounds were not picked by outcome, and some 3.3% of all compounds hit somewhere here.
